Screens (PubChem BioAssay)
TDP1 cell CPT – DT40-hTDP1 cell growth loss with CPT. chicken DT40 Tdp1-/-;hTDP1 cells + 20 nM CPT, ATP luminescence, 48 h. Potency, µM (top dose mostly 46.2 µM), inactives show top-dose activity change, negative = growth inhibition, hits mostly inhibitors. 420,000 compounds, 12% hits; further: nearly all actives have a fitted effect of over 55% in size
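Chicken DT40 Tdp1-/- cells complemented with human TDP1, 400 cells/well, exposed to compounds plus 20 nM camptothecin for at least 48 h at 37 C; viability read as ATP content by CellTiter-Glo luminescence.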
TDP1 cell noCPT – qHTS for Inhibitors of human tyrosyl-DNA phosphodiesterase 1 (TDP1): qHTS in cells in absence of CPT; DT40 Tdp1-/- hTDP1 cells, no CPT, ATP luminescence, 48 h; 420,000 compounds, 15% hits; Potency, µM (doses to about 46.2 µM), for the others: at the top dose activity change, negative = growth inhibition, usual class: inhibitors; further: nearly all actives have a fitted effect of over 55% in size
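Luminescent ATP content (CellTiter-Glo) served as the growth readout. Knockout chicken DT40 cells expressing human TDP1 were exposed to compounds without camptothecin for a minimum 48 hr at 37 °C.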
KAT2A inh – GCN5L2 (KAT2A) acetyltransferase inhibition | GCN5L2 HAT assay, ThioGlo1 CoA-SH fluorescence | Potency, µM (titrated, usually from 58.9 µM), for inactives: at the top dose activity change, negative = inhibition, usual class: inhibitors | 390,000 compounds, 0.21% hits | AID 504327
Target sequence (Q92830 whole entry, looked up): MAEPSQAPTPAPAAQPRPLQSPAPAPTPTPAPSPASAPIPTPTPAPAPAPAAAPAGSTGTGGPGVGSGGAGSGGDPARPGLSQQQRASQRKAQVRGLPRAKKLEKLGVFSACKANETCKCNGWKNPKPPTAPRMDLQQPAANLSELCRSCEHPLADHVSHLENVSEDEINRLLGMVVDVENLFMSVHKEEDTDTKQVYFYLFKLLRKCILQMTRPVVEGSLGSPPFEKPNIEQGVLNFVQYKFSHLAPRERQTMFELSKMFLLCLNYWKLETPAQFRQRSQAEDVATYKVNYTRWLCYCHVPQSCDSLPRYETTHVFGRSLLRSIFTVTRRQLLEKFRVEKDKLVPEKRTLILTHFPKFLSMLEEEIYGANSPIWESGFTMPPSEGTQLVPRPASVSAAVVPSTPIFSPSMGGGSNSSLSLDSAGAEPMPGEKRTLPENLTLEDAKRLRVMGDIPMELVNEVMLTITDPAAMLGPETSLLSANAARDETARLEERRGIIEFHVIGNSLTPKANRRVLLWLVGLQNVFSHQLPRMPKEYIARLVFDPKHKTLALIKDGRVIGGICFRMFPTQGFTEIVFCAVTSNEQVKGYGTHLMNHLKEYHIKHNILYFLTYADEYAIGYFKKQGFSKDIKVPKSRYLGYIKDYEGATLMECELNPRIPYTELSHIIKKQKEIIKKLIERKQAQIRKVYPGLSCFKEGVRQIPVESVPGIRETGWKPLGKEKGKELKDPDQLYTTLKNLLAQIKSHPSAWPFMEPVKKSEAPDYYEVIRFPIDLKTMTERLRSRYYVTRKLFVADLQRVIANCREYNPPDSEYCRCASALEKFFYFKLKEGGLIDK
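GCN5L2 (20 nM) in 50mM HEPES pH 7.5, 0.1mM EDTA, 0.01% Tween-20 preincubated 15 min with compounds at room temperature. Reaction started with H3(1-25) 75uM, acetyl-CoA 70uM, ThioGlo1 50uM; CoA-thiol fluorescence (Ex340/Em540) read at 0 and 20 min.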
Starred values were filed as active, the others as inactive; ? = inconclusive; . = no result given; & = joins results of further samples; [ ] = dose if it differs, or a comment. The call rests on the fitted dose curve; in most records, active means well fitted curve in the direction sought with a large enough effect; inconclusive means small, poorly fitted or top-dose-only effect, or another doubt; inactive means no such curve, though single readings can be large; an effect the other way counts as inactive or inconclusive. On the % scale 0 is the no-effect control and ±100 the full control effect; potency means the concentration at half of the fitted maximal effect. These rows are one share of the data; the hit share may differ from the screen's.

molecule	TDP1 cell CPT	TDP1 cell noCPT	KAT2A inh
CCc1ccc(-n2nnc(-c3nsc(NC(=O)c4ccccc4Cl)n3)c2C)cc1	?	?	-7%
C=CCc1c(OC)ccc2ccc(=O)oc12	1%	-6%	0%
Cc1ccc(C)c(S(=O)(=O)Nc2ccc(O)c(Sc3ncn[nH]3)c2)c1	-18%	13%	2%
CC(C)CNC(=O)C1(C)CCCN1C(=O)c1csnn1 (centres undefined)	-29%	-20%	.
CC(C)N(C(=O)[C@H]1C[C@H](CC(=O)NCc2cccc(C(F)(F)F)c2)C(=O)N2CCc3c([nH]c4cc(CCC(=O)N(C)C)ccc34)[C@]12C)C(C)C	?	?	-4%
CCN1C/C(=C\c2cccc([N+](=O)[O-])c2)C(=O)/C(=C/c2cccc([N+](=O)[O-])c2)C1	0.65µM*	0.92µM*	-3%
Cc1cc(SCC(=O)NCCN2C(=O)CSC2=O)nc2ccccc12	?	-20%	41%[activator]
O=C1NC(=O)C2(CCCCC2C2CCCCC2)N1 (centres undefined)	5%	-22%	.
O=S(=O)(NCCOc1ccc(F)cc1)c1ccc2c(c1)OCCO2	?	-9%	-2%
O=C(CCC(=O)OCc1ccc(C(=O)Oc2ccccc2)cc1)Nc1cccc2ccccc12	0%	-18%	-7%

(more compounds)
molecule	TDP1 cell CPT	TDP1 cell noCPT	KAT2A inh
Cc1ccccc1CN1C(=O)Nc2ccccc2C(=O)N1C(C)(C)C	-21%	?	-14%
CCCOc1ccc(C(C)=O)cc1CSCCC#N	?	?	-10%
CCN1CCN(c2ccc(S(=O)(=O)N3CCOCC3)cc2NC(=O)C(C)Oc2ccc(Cl)cc2)CC1 (centres undefined)	?	18µM*	-4%
O=C(NCC1CCCO1)c1c(O)c2c([nH]c1=O)CCCC2 (centres undefined)	-12%	-8%	-8%
CCNc1c([N+](=O)[O-])ncn1C	3%	-3%	-5%
CNc1oc(-c2cccc3ccccc23)nc1C#N	4%	-20%	-10%
N#CCCN(C(=O)COC(=O)c1nc(Cl)ccc1Cl)c1ccccc1	-4%	-1%	3%
COc1ccccc1C#Cc1cnc2c(c1)C(=O)N([C@H](C)CO)C[C@H](C)[C@@H](CN(C)S(=O)(=O)c1cn(C)cn1)O2	?	?	.
CCOC(=O)C1=CCC(c2cccc3ccccc23)N(S(=O)(=O)c2ccc(C)cc2)C1 (centres undefined)	15µM*	18µM*	.
CCCC(=O)c1cc2c(cc1NC(=O)c1ccccc1F)OCCO2	0%&-29%	-29%&-29%	-9%&7%

Only KAT2A inh and TDP1 cell noCPT, for some of the entries so far:
| SMILES | KAT2A inh | TDP1 cell noCPT |
| --- | --- | --- |
| N#CCCN(C(=O)COC(=O)c1nc(Cl)ccc1Cl)c1ccccc1 | 3% | -1% |
| C=CCc1c(OC)ccc2ccc(=O)oc12 | 0% | -6% |
| COc1ccccc1C#Cc1cnc2c(c1)C(=O)N([C@H](C)CO)C[C@H](C)[C@@H](CN(C)S(=O)(=O)c1cn(C)cn1)O2 | . | ? |

(cont.)
molecule	TDP1 cell CPT	TDP1 cell noCPT	KAT2A inh
CC(C)N(C)C1CCN(S(=O)(=O)c2ccc3[nH]c(=O)ccc3c2)CC1	-12%	18%	-7%
COc1ccc(Nc2ccc([N+](=O)[O-])cn2)cn1	3%	0%	-2%
CC1CCc2c(nc3ncnn3c2Nc2ccc(OC(F)(F)F)cc2)C1 (centres undefined)	?	21µM*	-11%
CN1/C(=C/c2cc[n+](C)c3ccccc23)C=Cc2ccccc21	0.46µM*	0.18µM*	-24%
O=C(NCC(c1cccnc1)N1CCc2ccccc2C1)C(=O)Nc1ccc(Cl)cc1 (centres undefined)	12µM*	8.2µM*	-1%
N#Cc1cccn1-c1nccs1	14%	6%	-17%
COc1ccccc1CN1CCC(CNC(=O)c2cnn(-c3cccc(Cl)c3)c2C2CCN(C(=O)OC(C)(C)C)CC2)CC1	7.3µM*	5.8µM*	-5%
Oc1ccccc1C1=Nc2ncnn2C(c2ccccc2)C1 (centres undefined)	?	?	1%
CC(NC(=O)Nc1cc(Cl)ccc1Cl)c1c(-n2cccc2)sc2c1CCCC2 (centres undefined)	?	18µM*	-1%
COc1cc([N+](=O)[O-])ccc1NC(=O)CN(C)C	3%	-16%	0%

The list continues:
molecule	TDP1 cell CPT	TDP1 cell noCPT	KAT2A inh
COC(=O)[C@]12CCCCC=C1N(CCC1=CCCCC1)C(=O)[C@H](CC(=O)NCC13CC4CC(CC(C4)C1)C3)C2	?	?	.
COc1ccc(C2c3[nH]c4ccccc4c3CC3C(=O)N(CCc4ccc(OC)c(OC)c4)CC(=O)N32)cc1 (centres undefined)	4%[9.04 µM]	-12%[9.04 µM]	.
O=C(O)c1ccc(-c2nc3ccccc3[nH]2)cc1	9%	11%	-9%
O=C(COC(=O)/C=C/c1ccccc1[N+](=O)[O-])NC(=O)NC1CCCC1	2%	-4%	-2%
Cc1nn(-c2ccccc2)c(C)c1C(=O)OCC(=O)Nc1cccc(S(N)(=O)=O)c1	?	?	-19%
Cc1ccc(CNC(=O)CN2C(=O)CC(c3ccc(C)c(C)c3)=Nc3ccccc32)cc1	?	?	2%
COc1ccc2c(Cl)c(C(=O)NCc3ccco3)sc2c1	-23%	-25%	-8%[0.501 µM]
O=C(NCc1ccco1)Nc1cccc2ccccc12	12%	-15%	.
Cc1ccc(S(=O)(=O)NCC2CCC(C(=O)NCCCN3CCOCC3)CC2)cc1 (centres undefined)	-9%	-21%	1%
COCCn1c(C)cc(O)c(C(c2ccccc2)N2CCC(C)CC2)c1=O (centres undefined)	-7%	-4%	-8%

Overlap with the part before: four entries; new compounds follow.
molecule	TDP1 cell CPT	TDP1 cell noCPT	KAT2A inh
COc1ccc2c(Cl)c(C(=O)NCc3ccco3)sc2c1	-23%	-25%	-8%[0.501 µM]
O=C(NCc1ccco1)Nc1cccc2ccccc12	12%	-15%	.
Cc1ccc(S(=O)(=O)NCC2CCC(C(=O)NCCCN3CCOCC3)CC2)cc1 (centres undefined)	-9%	-21%	1%
COCCn1c(C)cc(O)c(C(c2ccccc2)N2CCC(C)CC2)c1=O (centres undefined)	-7%	-4%	-8%
CC(=O)C(C(c1ccccc1)N1CCCc2ccccc21)N1CCOCC1 (centres undefined)	?	?	.
CCN(CCn1cccn1)Cc1cn[nH]c1-c1ccc(-c2ccccc2)cc1	?	23µM*	0%
COc1cc(OC)cc(C(=O)NNC(=O)c2cc(S(=O)(=O)N3CCOCC3)ccc2F)c1	4%	4%	-2%
O=c1c(-c2ccc(Br)cc2)coc2c(CN3CCCCC3)c(O)ccc12	-3%	5%	0%
Cn1cc(Br)c(NC(=O)/C=C/C(=O)O)n1	2%	6%	?
O=C1N[C@H](Cc2ccccc2)COC(=O)[C@@H](Cc2ccc(F)cc2)C/C=C\C[C@H]1CC(=O)N(CCO)Cc1ccccc1	?	26µM*	-5%
COc1ccc(C2=[N+]([O-])C(C)(C)C(c3ccccc3)=N2)cc1	?	?	-14%
COc1cc(C(=O)N(Cc2ccccc2)c2cccc(C)c2)ccc1OCC(=O)N1CCOCC1	?	16µM*	.
Cc1ccc(OCC(=O)Nc2ccc3c(c2)OCO3)c(C)c1	8%	?	-5%
Cc1cc2[nH]c(=O)c(=O)[nH]c2cc1S(=O)(=O)Nc1cccc(Cl)c1C	-5%	14%	-9%

(list continues)
molecule	TDP1 cell CPT	TDP1 cell noCPT	KAT2A inh
O=C(NC1CCCCCCC1)C1CCC(CNc2c(N3CCCC3)c(=O)c2=O)CC1 (centres undefined)	?	?	2%
O=C(COC(=O)c1cc(S(=O)(=O)N2CCCCC2)ccc1N1CCOCC1)NCCc1ccc(F)cc1	-22%	10µM*	2%
O=C(NCc1ccco1)C(=S)N1CCCC1	10%	-14%	-11%
CCOC(=O)c1ccc(NC(=S)N(CCCN2CCN(CC)CC2)Cc2ccco2)cc1	8%	-23%	-1%
O=C(Cn1ccn(-c2ccc(F)c(F)c2)c(=O)c1=O)c1ccc(F)cc1	-14%	10%	-9%
Cc1cc(=O)[nH]c(N/N=C/c2c(C)oc3ccccc23)n1	12µM*	?	-4%
Cc1cccc(NC(=O)c2ccc(Cl)c(S(=O)(=O)N3CCCC3)c2)n1	-12%	?	0%
Cc1nnc(NC(=O)CCSc2ccccc2)s1	14%	0%	-7%
CCc1ccc(-n2nc(C)c3c(C)cc(=O)n(CC(=O)Nc4cc(Cl)ccc4OC)c32)cc1	0%	-19%	2%
Cc1ccc(S(=O)(=O)NCC(c2cccnc2)N(C)C)cc1 (centres undefined)	-5%	-22%	-2%

(cont.)
molecule	TDP1 cell CPT	TDP1 cell noCPT	KAT2A inh
CN(Cc1ccccc1)C(=O)c1cccc(NC(=O)Cc2cccc([N+](=O)[O-])c2)c1	?	23µM*	-11%
O=C(C1CCN(S(=O)(=O)N2CCOCC2)CC1)N1CCN(Cc2ccc3c(c2)OCO3)CC1	-11%	?	-3%
O=c1c2cn[nH]c2[nH]c(=S)n1-c1cccc(Cl)c1	?	-6%	-2%
COc1ccc(-c2cc(C(F)(F)F)n3nc(C(=O)Nc4cc(C)on4)cc3n2)cc1OC	-20%	-29%	-3%
COc1ccc(S(=O)(=O)NCC(c2ccco2)N2CCOCC2)cc1OC (centres undefined)	-23%	-7%	0%
CCOC(=O)C1=C(COC(=O)C2CC(=O)N(c3ccccc3CC)C2)NC(=O)NC1C (centres undefined)	-1%	10%	.
CC(C)(C)n1nc2c(c1NC(=O)c1cc(Cl)ccc1[N+](=O)[O-])CS(=O)(=O)C2	-15%	-8%	1%
O=C(NC1CCCCC1)c1cccc(OCc2ccccc2)c1	?	?	-2%
C[C@H](O)[C@@H]1C(=O)N2CCc3c([nH]c4ccccc34)[C@@H]2C[C@@H]1N(C)Cc1ccc2c(c1)OCO2	?	16µM*	.
COCCNC(=S)N1CCN(c2nc3ccccc3s2)CC1	?	4%	-1%

Next section.
molecule	TDP1 cell CPT	TDP1 cell noCPT	KAT2A inh
COc1cc(CCC(=O)OCC(=O)Nc2ccc(F)c(F)c2)cc(OC)c1OC	-4%	-11%	-1%
Oc1ccc(Cl)cc1CNCc1ccc(C(F)(F)F)cc1	?	?	-1%
CC(C)CCN(CCC(C)C)C/C(O)=C(\C#N)c1nc(-c2ccccc2)cs1	-30%	?	1%
O=C(COC(=O)/C=C/c1cccc(C(F)(F)F)c1)NCc1ccc(F)cc1	-26%	-14%	3%
COC(=O)C(C(=O)OC)c1ccccc1NS(=O)(=O)c1ccc(C)cc1	-6%	20%	.
CN(C(=O)c1ccncc1)c1nnc(-c2cccnc2)s1	-8%	-2%	-4%
Nc1nonc1-n1nnc(C(=O)O)c1-c1cccs1	-24%	-12%	1%
COc1ccc(Nc2nc3cc(Cl)c(Cl)cc3n3cnnc23)cc1Cl	?	13µM*	-9%
Cc1ccc(S(=O)(=O)N(CCc2ccccc2)CC(=O)Nc2cc(C)ccc2C)cc1	?	16µM*	-6%
C/C(=N/NC(=O)c1ccncc1)c1ccc(NC(=O)c2ccc(Cl)cc2Cl)cc1	-10%	-4%	-12%

Other compounds
molecule	TDP1 cell CPT	TDP1 cell noCPT	KAT2A inh
CC(=O)Nc1ccc(OCC(O)CN2CCN(c3ccc(F)cc3)CC2)cc1 (centres undefined)	4%	8%	2%
O=C(Nc1nccs1)C(c1ccccc1)N1CCCC1 (centres undefined)	4%	0%	-1%
O=C(Cc1ccccc1[N+](=O)[O-])NCC(=O)c1ccc2c(c1)OCO2	-3%	-12%	.
COC(=O)CCCC[C@@H]1O[C@H](CCc2ccccc2)CC2=C1C(=O)OC(C)(C)O2	?	-85%	.
COc1ccc(OCC(=O)Nc2ccccc2C(=O)N2CCOCC2)cc1	0%	-8%	-5%
CC1CC(C)CN(C(=O)COC(=O)Cc2c[nH]c3ccccc23)C1 (centres undefined)	-12%	-21%	-21%
CCN(CC)C(=O)COc1ccc(Br)cc1Cl	-6%	-26%	-5%
COc1ccc(CN2C(=O)C(Cc3ccccc3)Nc3ncnc(N4CCOCC4)c32)cc1 (centres undefined)	?	?	-4%
COc1ccc(N(C(=O)CNC(=O)c2ccco2)C(C(=O)NC2CCCCC2)c2cccnc2)cc1 (centres undefined)	-2%	-4%	-3%
Cc1cc(C)cc(OCC(=O)OCC(=O)c2ccc3c(c2)NC(=O)CO3)c1	-8%	-2%	-6%

The listing continues.
molecule	TDP1 cell CPT	TDP1 cell noCPT	KAT2A inh
O=C(COC(=O)CNS(=O)(=O)c1ccccc1)NC12CC3CC(CC(C3)C1)C2	-10%	-26%	-2%
CCN(C(=O)CN1CCCc2cc(C)ccc21)c1c(N)n(Cc2ccccc2)c(=O)[nH]c1=O	15%	-19%	.
Cc1nc2ccccn2c1P(=Nc1ccccc1)(N(C)C)N(C)C	-4%	5%	-5%
Cc1cc(O)c(C(=O)/C=C/c2c(F)c(F)c(F)c(F)c2F)c(=O)o1	?	?	-24%
O=C(O)c1ccc(CN(c2ccccn2)S(=O)(=O)c2ccccc2)cc1	7%	-3%	-3%
